Source: PubChem (Broad Institute)
ERp5 block: ERp5 (human) disulfide isomerase inhibition | inhibition, % at 9.99 µM | AID 651711 | Q15084 | ERp5 insulin aggregation, absorbance 650 nm, 90 min | 350,000 tested, 0.05% active;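 active = mean replicate inhibition above about 25%, with every replicate also reaching it, limit read from the data, passing the limit was not always enough; inconclusive = only one of those two criteria met; inactive = neither criterion met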
ARNT TACC3 PPI: disrupts binding between human ARNT and TACC3 | inhibition, % at 9.99 µM | 390,000 tested, 0.66% active | AID 623870 | AlphaScreen His-ARNT PAS-B/GST-TACC3 binding, luminescence; TACC3 fragment carries E629A point mutation;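 active = mean inhibition of replicates at least 50% and at least half of replicates each reaching 50%; inconclusive = half or more replicates reach 50% but mean below 50%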;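 also: 0% = complete ARNT plus TACC3 wells and 100% = ARNT alone without TACC3; many hits fall short of the cut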
RAD54 branch: blocks human RAD54 Holliday junction branch migration. Q92698. FAM/BHQ fluorescence. inhibition, % at 10.4 µM. 360,000 tested, 0.14% active;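 active = mean normalized replicate activity at least 40 and at least half of replicates scoring 40 or more; inconclusive = only one of the two criteria met; inactive = mean below 40 and under half of replicates reaching 40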;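 also: 0% = median of neutral control wells and 100% = median of positive control wells; inhibitors cause a drop in the FAM fluorescence signal; in these data hits start at about 50%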
esBAF inh: inhibitors of esBAF chromatin remodeling in mouse ES cells; Bmi1-luciferase knock-in reporter, 24 h; 100% = twice the neutral-well signal; reporter increase, % at 12.5 µM; 350,000 tested, 2% active; in the data active = activation above about 40%; inconclusive = no clear call, values can overlap the other calls;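 also: 0% = median of the plate's neutral control wells and 100% = double that signal; a rise in the Bmi1 reporter signal indicates esBAF inhibition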
RAD52 inh: inhibitors of human RAD52 DNA annealing. P43351. recombinant RAD52 DNA annealing, FRET fluorescence. inhibition, % at 18.7 µM. 360,000 tested, 0.46% active. AID 651710;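 active = every replicate showing at least 50% inhibition; inconclusive = mean inhibition at least 50% but not in every replicate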
Target sequence (P43351 whole entry, looked up): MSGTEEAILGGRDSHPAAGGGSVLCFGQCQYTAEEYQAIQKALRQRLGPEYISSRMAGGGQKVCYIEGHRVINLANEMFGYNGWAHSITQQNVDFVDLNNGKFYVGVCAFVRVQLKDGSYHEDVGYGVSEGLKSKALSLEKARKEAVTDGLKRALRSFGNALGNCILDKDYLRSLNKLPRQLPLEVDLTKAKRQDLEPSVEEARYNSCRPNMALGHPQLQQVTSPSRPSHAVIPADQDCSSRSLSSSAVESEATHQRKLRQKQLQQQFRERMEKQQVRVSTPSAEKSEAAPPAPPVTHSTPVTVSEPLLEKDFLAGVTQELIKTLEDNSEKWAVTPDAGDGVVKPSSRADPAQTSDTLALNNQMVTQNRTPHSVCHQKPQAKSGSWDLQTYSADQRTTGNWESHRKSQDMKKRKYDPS
CASP6 VEID inh: blocks human caspase-6 cleavage activity; inhibition, % at 12.5 µM; 350,000 tested, 0.53% active; purified caspase-6, Z-VEID-R110 cleavage fluorescence;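 active = mean inhibition across replicates at least about 35%, with every replicate also reaching that limit, limit read from the data; inconclusive = only one of the two criteria met; inactive = neither criterion met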;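 also: 0% = median of neutral control wells and 100% = no fluorescence left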
PglD inh: blocks C. jejuni PglD acetyltransferase activity; purified PglD enzyme, DTNB colorimetric CoA detection; inhibition, % at 12.5 µM; 360,000 tested, 0.098% active; AID 602405; in the data active = inhibition above about 16%, passing the limit was not always enough; inconclusive = no clear call, values can overlap the other calls; also: strong numbers were not always called active
E-selectin induc: induces E-selectin expression in human endothelial cells; P16581; HUVEC E-selectin immunofluorescence imaging; normalized: neutral wells 0, TNF-alpha wells 100; activation, % at 7.58 µM; 260,000 tested, 0.37% active;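 active = mean E-selectin-positive cell signal at least 10% of the positive control, reached in at least 60% of replicates, without over 20% cell loss; inconclusive = no rule given, readout overlaps actives, possibly toxicity-flagged; inactive = the rest, including those meeting only one limit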;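 also: in these data hits start at about 27%; measured in HUVEC primary endothelial cells; signal is the percent of cells scored E-selectin positive by PE staining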
Target sequence (P16581 whole entry, looked up): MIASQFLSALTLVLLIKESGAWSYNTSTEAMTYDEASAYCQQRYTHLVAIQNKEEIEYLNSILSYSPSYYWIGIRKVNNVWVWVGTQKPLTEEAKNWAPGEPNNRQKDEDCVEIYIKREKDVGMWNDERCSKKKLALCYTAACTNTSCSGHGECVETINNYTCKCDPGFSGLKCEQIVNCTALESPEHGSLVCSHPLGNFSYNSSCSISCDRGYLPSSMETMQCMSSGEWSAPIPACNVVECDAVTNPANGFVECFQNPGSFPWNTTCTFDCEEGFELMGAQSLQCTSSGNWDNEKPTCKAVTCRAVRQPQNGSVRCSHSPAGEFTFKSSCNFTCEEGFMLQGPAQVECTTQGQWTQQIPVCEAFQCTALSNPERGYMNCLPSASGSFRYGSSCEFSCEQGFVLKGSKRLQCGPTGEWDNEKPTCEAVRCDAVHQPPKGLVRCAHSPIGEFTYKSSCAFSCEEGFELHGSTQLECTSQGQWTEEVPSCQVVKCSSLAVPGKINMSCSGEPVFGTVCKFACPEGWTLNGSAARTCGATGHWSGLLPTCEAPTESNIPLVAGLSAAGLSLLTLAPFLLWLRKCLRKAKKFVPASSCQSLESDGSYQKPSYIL
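System: HUVEC / Compound: single concentration / Signal: immunofluorescence imaging / Read-out: percent E-selectin-positive cells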
* = called active by the depositor; & = joins results of further samples.

Screening CCCNC(=O)N1C[C@@H](C)[C@@H](OC)CN(C)C(=O)c2ccc(NC(=O)C3CCC3)cc2OC[C@H]1C returned ERp5 block 0.8, ARNT TACC3 PPI -12.3, RAD54 branch -1.1, esBAF inh 4.2, RAD52 inh -18.7, PglD inh -0.6 and E-selectin induc 0.0.
Screening CC(C)SCCCCOc1ccc2ccccc2c1 returned ARNT TACC3 PPI -9.1, RAD54 branch -10.7, esBAF inh 33.9 and PglD inh 3.4.
CCOC(=O)C(CCCCCCC(NC(C)=O)(C(=O)OCC)C(=O)OCC)(NC(C)=O)C(=O)OCC was read as ERp5 block -1.5, ARNT TACC3 PPI -15.3, RAD52 inh -9.5 and CASP6 VEID inh -1.0.
Cc1noc(C)c1NC(=O)Nc1ccc2c(c1)C(=O)N([C@@H](C)CO)C[C@@H](C)[C@H](CN(C)C(=O)Nc1ccccc1)OCCCC[C@H](C)O2 was read as ERp5 block -4.3, ARNT TACC3 PPI -12.3, RAD54 branch -9.2, esBAF inh 0.1, RAD52 inh 5.4, CASP6 VEID inh 1.3, PglD inh 0.2 and E-selectin induc -0.3.
Cc1ccc(S(=O)(=O)N(C)C[C@H]2Oc3cc(C#Cc4ccncc4)ccc3S(=O)(=O)N([C@H](C)CO)C[C@H]2C)cc1 was read as ERp5 block 0.3, ARNT TACC3 PPI 1.4, RAD54 branch 9.6, esBAF inh -4.6, RAD52 inh -77.5, CASP6 VEID inh -0.3, PglD inh 1.0 and E-selectin induc 10.8.
`CCOc1cc(C)c(S(=O)(=O)N2CCCCC2)cc1C` gave ERp5 block -4.2, ARNT TACC3 PPI -5.5, RAD52 inh 4.5, CASP6 VEID inh -6.4 and E-selectin induc -1.2.
For c1ccc(-c2nc3ccccc3nc2-c2ccc(CN3CCC4(CC3)CNc3ccccc34)cc2)cc1 the results were ERp5 block -10.5, RAD52 inh -21.6, CASP6 VEID inh 0.9 and E-selectin induc 0.1.
O=C(CN1C(=O)S/C(=C\c2ccccn2)C1=O)Nc1ccccc1 was read as ERp5 block 0.9, RAD54 branch 10.5, esBAF inh 2.0, RAD52 inh -11.1, CASP6 VEID inh -3.7, PglD inh 2.7 and E-selectin induc -0.2.
C[C@H](CO)N1C[C@H](C)[C@H](CN(C)Cc2ccc(C(=O)O)cc2)OCc2ccccc2-c2c(n(C)c3ccccc23)C1=O was read as ERp5 block -2.6&-4.6, RAD54 branch 1.1, esBAF inh 0.0, RAD52 inh -7.7&-5.1, CASP6 VEID inh 11.6&2.0, PglD inh 5.6 and E-selectin induc -0.2.
For COc1ccc(CN(C)C[C@@H]2OCCCC[C@H](C)Oc3ccc(NS(C)(=O)=O)cc3C(=O)N([C@@H](C)CO)C[C@@H]2C)cc1 the results were ERp5 block 1.9, ARNT TACC3 PPI 1.1, RAD54 branch 3.7, esBAF inh 3.3, RAD52 inh -8.0, CASP6 VEID inh -1.1, PglD inh -1.8 and E-selectin induc 0.5.
`CNC(=O)C[C@@H]1CC[C@H]2[C@@H](COc3ccc(NC(=O)Nc4cc(C)cc(C)c4)cc3C(=O)N2C)O1` gave ARNT TACC3 PPI -2.2, RAD54 branch 2.1, esBAF inh -5.0, RAD52 inh -2.6, CASP6 VEID inh 0.8, PglD inh 2.6 and E-selectin induc 0.0.
Screening CC(C)NC(=O)Nc1ccc2c(c1)CC(=O)N([C@@H](C)CO)C[C@H](C)[C@@H](CN(C)Cc1ccc(C(=O)O)cc1)O2 returned ERp5 block -4.3, ARNT TACC3 PPI -1.3, RAD54 branch -2.4, esBAF inh 1.3, RAD52 inh -0.7, CASP6 VEID inh -0.5, PglD inh 0.4 and E-selectin induc 37.2*.
Screening O=C(O)Cn1c(-c2cscn2)nc2ccccc21 returned ARNT TACC3 PPI 2.8, RAD54 branch 5.5, esBAF inh -2.6 and PglD inh 5.7.
CC(=O)c1ccc(S(=O)(=O)NC2CC(=O)N(c3cccc(F)c3)C2)cc1 (centres undefined) was read as ERp5 block 5.0, ARNT TACC3 PPI -0.1, esBAF inh 6.0, RAD52 inh -5.6, CASP6 VEID inh 1.7 and E-selectin induc 0.1.
For COc1cc(C)c(S(=O)(=O)N2CCOCC2)cc1C(C)C the results were ARNT TACC3 PPI 2.2, RAD54 branch 10.0, esBAF inh -0.9 and PglD inh -8.3.
Screening O=C(C[C@@H]1C=C[C@H](NS(=O)(=O)c2ccccc2)[C@H](CO)O1)NCc1ccccc1F returned ERp5 block 1.3, ARNT TACC3 PPI -6.0, RAD54 branch -1.5, esBAF inh -2.7, RAD52 inh 16.2, CASP6 VEID inh 0.0, PglD inh 11.3 and E-selectin induc 0.2.
O=C(N[C@H]1CC[C@@H](CC(=O)N2CCc3ccccc3C2)O[C@@H]1CO)C1CC1 was read as ERp5 block -2.5, ARNT TACC3 PPI -2.4, RAD54 branch -6.6, esBAF inh -0.2, RAD52 inh 2.3, CASP6 VEID inh -2.8, PglD inh -0.9 and E-selectin induc 0.1.
For O=C(O)CSc1ncnc2c1oc1ccccc12 the results were ARNT TACC3 PPI 0.7, RAD54 branch -9.4, esBAF inh -9.5 and PglD inh -4.2.
For O=C1CN(C(=O)NCCC(=O)NC2CCCCC2)c2ccccc2N1 the results were ERp5 block 4.4, ARNT TACC3 PPI -7.6, RAD54 branch -9.9, esBAF inh 7.0, RAD52 inh -12.6 and PglD inh 6.4.
`Nc1ccccc1NC(=O)NC(=O)c1ccccc1` gave ERp5 block 1.3, ARNT TACC3 PPI 1.8, RAD54 branch -3.8, esBAF inh inconclusive, RAD52 inh -2.0, CASP6 VEID inh -4.3 and PglD inh 4.1.
COc1ccc(CCNC(=O)COc2ncnc3ccccc23)cc1OC was read as ERp5 block 2.3, ARNT TACC3 PPI -2.9, RAD54 branch -2.3, esBAF inh -4.2, RAD52 inh -1.1, CASP6 VEID inh 2.7, PglD inh -2.3 and E-selectin induc -0.2.
For CCN(CC)S(=O)(=O)c1ccc(N2Cc3ccccc3C2=N)cc1 the results were ERp5 block 1.4, RAD54 branch 3.2, esBAF inh -3.0, RAD52 inh -16.6, CASP6 VEID inh -2.0, PglD inh -5.9 and E-selectin induc 3.0.
CC1(C)CC(Cc2ccccc2C(F)(F)F)N(C(=O)OC(C)(C)C)C1 (centres undefined) was read as ERp5 block -10.3, RAD52 inh -8.7, CASP6 VEID inh 3.3 and E-selectin induc 0.2.
Screening C[C@H](CO)N1C[C@H](C)[C@H](CN(C)C(=O)c2ccccc2)OCCCC[C@H](C)Oc2ccc(NS(=O)(=O)c3ccc(F)cc3)cc2C1=O returned ERp5 block -1.6, ARNT TACC3 PPI 2.4, RAD54 branch 1.5, esBAF inh 5.1, RAD52 inh 6.7, CASP6 VEID inh 0.4, PglD inh -2.6 and E-selectin induc -0.2.
Screening C[C@@H]1CCCCO[C@H](CN(C)CC2CC2)[C@@H](C)CN([C@H](C)CO)C(=O)c2cc(NS(=O)(=O)c3cccs3)ccc2O1 returned ARNT TACC3 PPI -2.9, RAD54 branch 8.9, esBAF inh 4.8, PglD inh -2.5 and E-selectin induc 0.0.
`C=CCCCCCCCCc1nc(=S)[nH][nH]1` gave ARNT TACC3 PPI 4.0, RAD54 branch 10.8, esBAF inh -0.7 and PglD inh 2.7.
For O=C(O)C1C2C=CC(C2)C1C(=O)NCc1ccco1 (centres undefined) the results were ERp5 block inconclusive, ARNT TACC3 PPI -3.7, RAD54 branch 3.1, esBAF inh -2.0, RAD52 inh -0.6, CASP6 VEID inh 11.4, PglD inh -0.1 and E-selectin induc -0.2.
For CO[C@@H]1CN(C)C(=O)c2ccc(NC(=O)C3CC3)cc2OC[C@@H](C)N(C)C[C@H]1C the results were ERp5 block -1.3, ARNT TACC3 PPI -2.4, RAD54 branch -13.4, esBAF inh 1.0, RAD52 inh 8.7, CASP6 VEID inh 98.8*, PglD inh 0.8 and E-selectin induc -0.1.
`COc1ccc(OC)c(CN2CCN(Cc3cc(=O)oc4cc(O)ccc34)CC2)c1` gave ERp5 block 0.4, RAD54 branch 10.4, esBAF inh 7.2, RAD52 inh 1.6, CASP6 VEID inh 3.6 and PglD inh 1.4.
For O=C(C1CCCN(Cc2ccc(Br)cc2)C1)N1CCCCC1 (centres undefined) the results were ERp5 block 3.3, ARNT TACC3 PPI -1.4, RAD54 branch -8.1, esBAF inh 11.6, RAD52 inh 3.1, CASP6 VEID inh 1.6 and PglD inh -1.1.
Cc1sc2ncnc(Sc3ccccc3C(=O)O)c2c1C was read as ERp5 block -0.7, ARNT TACC3 PPI 3.7, RAD52 inh -21.4, CASP6 VEID inh 0.4 and E-selectin induc 0.0.
`O=C(CNC(=O)c1ccccc1)Oc1cccc(Cl)c1` gave ERp5 block 1.9, RAD54 branch 3.1, RAD52 inh -10.2, CASP6 VEID inh -2.7, PglD inh -2.0 and E-selectin induc 10.1.
For CCNC(=O)Cc1ccc(NS(=O)(=O)c2ccc(F)cc2)cc1 the results were ARNT TACC3 PPI 6.4, RAD54 branch 3.9, esBAF inh 0.7 and PglD inh -2.1.
For COc1ccc(Nc2nc(N)c([N+](=O)[O-])c(N3CCOCC3)n2)cc1 the results were ERp5 block 2.5, ARNT TACC3 PPI 7.7, RAD54 branch 0.4, esBAF inh 5.1, RAD52 inh -5.0, CASP6 VEID inh -0.9, PglD inh -9.7 and E-selectin induc 0.2.
Screening Cc1cccc(C)c1NC(=O)C1CCCN1C(=O)OC(C)(C)C (centres undefined) returned ERp5 block 3.1, ARNT TACC3 PPI 2.2, RAD52 inh -16.0, CASP6 VEID inh -3.2 and E-selectin induc -0.4.
C[C@@H]1CCCCO[C@H](CN(C)S(C)(=O)=O)[C@H](C)CN([C@@H](C)CO)C(=O)c2cc(NC(=O)Nc3ccccc3)ccc2O1 was read as ERp5 block -3.9, ARNT TACC3 PPI -1.8, RAD54 branch 15.3, esBAF inh -3.5, RAD52 inh 4.1, CASP6 VEID inh -0.1, PglD inh -1.8 and E-selectin induc 0.0.
For C[C@@H]1CN([C@H](C)CO)C(=O)c2cc(-c3cccc(F)c3)cnc2O[C@H]1CN(C)C(=O)C1CCC1 the results were ERp5 block 3.7, ARNT TACC3 PPI -1.4, RAD54 branch -1.2, esBAF inh 2.6, RAD52 inh -3.3, CASP6 VEID inh -1.1, PglD inh 3.7 and E-selectin induc -0.2.
`O=C(Nc1ccncc1)c1ccc2c(c1)S(=O)(=O)c1ccccc1C2=O` gave ERp5 block -0.9, ARNT TACC3 PPI 9.3, RAD54 branch 4.0, esBAF inh 2.3, RAD52 inh -9.1, CASP6 VEID inh -3.2, PglD inh 2.8 and E-selectin induc 0.1.
Cc1sc(NC(=S)NC(=O)c2ccco2)c(C#N)c1C was read as ERp5 block 10.4, ARNT TACC3 PPI 0.1, RAD54 branch -2.9, RAD52 inh -19.9, CASP6 VEID inh -3.4, PglD inh 6.4 and E-selectin induc -0.7.

Part of the list above in order of length of the SMILES, ascending.
`C=CCCCCCCCCc1nc(=S)[nH][nH]1` gave ARNT TACC3 PPI 4.0, RAD54 branch 10.8, esBAF inh -0.7 and PglD inh 2.7.
Cc1sc2ncnc(Sc3ccccc3C(=O)O)c2c1C was read as ERp5 block -0.7, ARNT TACC3 PPI 3.7, RAD52 inh -21.4, CASP6 VEID inh 0.4 and E-selectin induc 0.0.
C[C@@H]1CCCCO[C@H](CN(C)S(C)(=O)=O)[C@H](C)CN([C@@H](C)CO)C(=O)c2cc(NC(=O)Nc3ccccc3)ccc2O1 was read as ERp5 block -3.9, ARNT TACC3 PPI -1.8, RAD54 branch 15.3, esBAF inh -3.5, RAD52 inh 4.1, CASP6 VEID inh -0.1, PglD inh -1.8 and E-selectin induc 0.0.

Compounds as they come; about 3.2% have a hit in one of these screens.
